Compound activity (PubChem)
MC4R antagonist: blocks human MC4R cAMP signaling. MC4R-expressing cells, MTII-stimulated cAMP, LANCE TR-FRET. inhibition, % at 6.5 µM. 0.48% of 360,000 active. P32245;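 active means inhibition above its plate's cutoff, the mean of tested wells on that plate plus 3 SD, cut at about 29% in these data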;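 further: 0% = Melanotan II alone and 100% = Melanotan II plus saturating MCL0020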
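System – human MC4R-expressing U2OS cells · Also added – Melanotan II · Dosing – one concentration, 6.5 µM nominal · Timing – 30-min compound, 1-h challenge, 1-h detection, room temperature · Measured by – Eu-cAMP/anti-cAMP TR-FRET, emission 671 nm · Replicates – singlicate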
TLR9-MyD88 block: TLR9-MyD88 interaction inhibition; inhibition, % at 4.98 µM; Q9NR96+Q99836; CHO BLA complementation TLR9-MyD88, CCF4 FRET ratio; 0.21% of 340,000 active;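 active means inhibition above the mean over all tested compounds plus 3 SD, cut at about 21% in these data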;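 further: 0% = DMSO only wells and 100% = clavulanate BLA inhibitor control wells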
Vif imaging: inhibitors of HIV Vif. HEK293T cells, Vif self-association by quenched fluorescence, imaging, 24 h. inhibition, % at 7.49 µM. 0.35% of 340,000 active; in the data active means inhibition above about 50%, passing the limit was not always enough; inconclusive means no clear call, values can overlap the other calls; inactive means below about 31%; further: some results filed as inactive read as strong as hits
ABCB6 inh MLPCN: blocks the human ABCB6 transporter; K562-ABCB6 porphyrin accumulation, flow cytometry, 1 h; active compounds read low; 0.19% of 360,000 active; fluorescence ratio to DMSO, % at 10 µM;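 active means fluorescence ratio to DMSO below 75%, the collection mean minus 3 SD; inconclusive means too few cells collected in the well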;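 further: signal is porphyrin accumulated inside mitochondria; 100% equals median channel fluorescence of DMSO control wells; lower ratio means ABCB6 inhibition with less porphyrin fluorescence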
Target sequence (Q9NP58 whole entry, looked up): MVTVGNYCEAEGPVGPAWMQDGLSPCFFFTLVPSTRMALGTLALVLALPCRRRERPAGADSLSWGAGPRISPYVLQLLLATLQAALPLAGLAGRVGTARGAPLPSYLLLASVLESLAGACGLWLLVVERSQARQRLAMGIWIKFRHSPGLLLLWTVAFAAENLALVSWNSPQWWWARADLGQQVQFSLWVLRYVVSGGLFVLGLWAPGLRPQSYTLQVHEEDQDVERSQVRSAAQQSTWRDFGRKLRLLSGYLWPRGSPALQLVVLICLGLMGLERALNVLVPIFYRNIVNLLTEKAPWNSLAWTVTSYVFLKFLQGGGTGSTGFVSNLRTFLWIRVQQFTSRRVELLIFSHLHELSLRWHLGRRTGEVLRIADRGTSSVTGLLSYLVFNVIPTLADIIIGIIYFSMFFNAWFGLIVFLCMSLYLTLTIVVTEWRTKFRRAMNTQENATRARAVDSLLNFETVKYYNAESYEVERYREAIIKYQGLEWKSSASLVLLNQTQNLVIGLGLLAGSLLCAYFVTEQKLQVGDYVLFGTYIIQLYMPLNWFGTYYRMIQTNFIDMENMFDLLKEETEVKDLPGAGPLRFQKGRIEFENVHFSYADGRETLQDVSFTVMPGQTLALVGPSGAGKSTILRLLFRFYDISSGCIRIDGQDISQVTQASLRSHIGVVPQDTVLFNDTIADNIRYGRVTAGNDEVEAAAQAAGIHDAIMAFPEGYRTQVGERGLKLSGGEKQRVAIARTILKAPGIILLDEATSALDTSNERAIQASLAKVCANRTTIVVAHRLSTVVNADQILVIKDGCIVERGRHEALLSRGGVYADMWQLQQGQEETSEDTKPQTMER
NOD2 RIPK2 PPI: inhibitors of human NOD2-RIPK2 interaction | O43353 | CHO BLA complementation NOD2-RIPK2, CCF4 ratio | inhibition, % at 4.98 µM | 0.38% of 360,000 active | AID 624267; in the data active means inhibition above about 21%;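 further: 0% = vehicle only and 100% = reference blocker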
Glyco luc inh: N-linked glycosylation inhibition; AID 588692; reporter increase, % at 12.5 µM; D54 ERlucT glycosylation luciferase reporter, 24 h; percent of 100 nM tunicamycin response; 0.23% of 360,000 active;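 active means mean luciferase reporter signal, scaled so untreated is 0 and the glycosylation-blocking control 100, at or above a set limit in every replicate; inconclusive means mean reaches the limit but not every replicate does; inactive means mean below the limit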;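 further: luciferase carries N-glycosylation sites so blocking glycosylation raises the light; 0% = median of neutral control wells and 100% = median of 100 nM tunicamycin wells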
ABHD5 PLIN5 PPI: inhibitors of human ABHD5-perilipin-5 interaction | 0.78% of 360,000 active | Q00G26+Q8WTS1 | inhibition, % at 4 µM | Split G. princeps luciferase complementation, luminescence, 4 h;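 active means inhibition above the mean inhibition across every tested compound plus 3 SD, cut at about 22% in these data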;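 further: 0% = DMSO only wells and the 100% control is not disclosed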
Exocytosis inh: lytic granule exocytosis inhibition | TALL-104 LAMP-1 surface exposure, flow cytometry; cells stimulated with thapsigargin and PMA | 0.66% of 360,000 active | inhibition, % at 10 µM;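 active means inhibition above about 55%, limit read from the data; inconclusive means no clear call, values can overlap the other calls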
MC4R barr agon: agonists of human melanocortin 4 receptor (MC4R) beta-arrestin. P32245. U2OS MC4R beta-arrestin complementation, luminescence; percent of melanotan II response, DMSO zero. activation, % at 8.9 µM. 0.98% of 360,000 active;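 active means activation above a per-plate cutoff, the mean activation of sample wells on that plate plus 3 SD, cut at about 8% in these data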
aDG glyco up: increases alpha dystroglycan glycosylation; Pro5-aDG cells, alpha-DG glycosylation AlphaScreen (IIH6); 0% Pro5, 100% B10-LARGE cell signal; activation, % at 10 µM; 0.22% of 360,000 active;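 active means activation of at least 8% versus controls, or a plate z-score of at least 8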;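 further: Pro5 are CHO cells carrying HIG-tagged alpha-DG that lacks glycosylation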
An asterisk follows results filed as active; ? = inconclusive; . = no result given. Not all compounds are listed, so the mix of outcomes need not match the whole.

NOD2 RIPK2 PPI,ABHD5 PLIN5 PPI,TLR9-MyD88 block,MC4R barr agon,Vif imaging,Exocytosis inh,ABCB6 inh MLPCN,Glyco luc inh,aDG glyco up,MC4R antagonist,molecule
-8,-2,3,0.0,-8,-4,108,-1,0.1,1,COc1ccc(NC(=O)CSc2ccccn2)cc1
1,6,4,0.1,1,-2,100,10,0.0,7,COC(=O)C1=C(CSc2nc3ccccc3s2)NC(=O)NC1c1ccc(F)cc1 (configuration not stated)
2,2,-9,0.7,2,-2,99,-1,-0.1,-3,O=C(O)c1ccccc1C1=Nc2ccc(O)cc2Oc2cc(O)ccc21
0,1,7,-2.5,16,3,102,4,0.0,7,O=C(O)/C=C\C(=O)Nc1ccccc1C#Cc1ccccc1
4,10,-3,1.2,-5,-1,98,1,0.1,4,O=S(=O)(Nc1cccnc1Cl)c1ccc2c(c1)OCCO2
-2,1,5,1.0,5,3,96,-3,0.0,6,COc1ccc(C(CCc2ccc(C)o2)NC(=O)Nc2ccc(OC)cc2OC)cc1 (configuration not stated)
-5,-6,-6,3.3,.,-10,99,-1,-0.2,13,Cc1cccc(C)c1NC(=O)CN(C)C(=O)COc1cccc2c1OC(C)(C)C2
7,4,6,-1.7,6,39,100,-3,0.1,1,COc1ccc(NC(C)=O)cc1S(=O)(=O)Nc1ccc(OCc2ccccc2)cc1
6,-6,-6,0.3,-19,-6,93,2,0.3,9,Cc1cccc(C(=O)NCC(=O)OCC(=O)NC2CCCCC2)c1
0,-2,-11,-1.7,.,2,94,-2,0.6,2,CCC1(C)Cc2c(sc3c2c(=O)n(C)c2nnc(SCc4ccc5c(c4)OCO5)n32)CO1 (configuration not stated)
36*,4,-1,1.7,-8,-1,97,1,1.4,9,Cc1onc(-c2ccccc2)c1C(=O)Nc1nnc(COc2ccc(Cl)cc2)s1
-7,2,5,-5.0,?,-2,106,1,0.0,5,CC(=O)Nc1ccc(NS(=O)(=O)c2ccccc2)cc1
-7,0,0,-0.7,1,2,95,-3,-0.1,8,Cc1ccc(N(CC(=O)Nc2cccc(C)c2)S(=O)(=O)c2cccc3nonc23)cc1
1,2,-17,0.2,-13,0,100,2,0.0,12,Cc1ccccc1-n1nc(C(=O)O)cc1-c1ccccc1
-6,1,-9,-0.7,0,1,95,2,-0.3,-3,CCN(CC)C(=O)Cc1cc(C(=O)O)c2ccccc2n1
-1,-3,-4,-1.1,-5,0,100,1,0.4,1,COc1cc(OC)cc(C(=O)NC(=S)N2CCCCCC2)c1
-14,-6,.,1.8,-5,-4,98,0,0.0,16,CCCCC(=O)N(C)c1c(C)nc2ccc(C(=O)N3CCN(C(C)=O)CC3)cn12
-4,0,2,-1.9,-7,-4,97,0,-0.3,5,Cn1ncc2c(N)nc(NCCO)nc21
5,-6,15,-1.3,.,4,102,1,0.0,9,COCCNC(=O)[C@@H]1CSC2c3ccccc3C(=O)N21 (some centres not stated)
1,-3,9,0.3,1,2,97,-2,0.9,10,COc1cc(NC(=O)c2cccc(Cl)c2)c(OC)cc1NC(=O)CN1CCCCC1
-11,-8,7,0.8,-6,-9,98,0,-0.1,-1,O=c1c2cc([N+](=O)[O-])ccc2nc2n1CCC2
8,10,2,-0.7,-4,0,97,-5,3.7,6,Clc1ccc(SCCCCN2CCNCC2)cc1
3,5,.,-1.7,-1,-3,100,-3,-0.1,13,CCOC(=O)/C=C/C(=O)OCC(=O)Nc1ccc(C)cc1
-4,-4,-1,-0.8,-1,-2,96,0,0.2,5,Cn1cnnc1SCC(=O)NCCC1=CCCCC1
0,3,5,0.1,9,34,93,-5,1.0,-3,CN(C)CCCNC(=S)N1CCN(c2nc(-c3ccccc3)cs2)CC1
0,3,-10,-2.5,1,-4,96,2,0.0,-3,CCCCn1c(=N)n(CC(O)c2ccccc2)c2ccccc21 (configuration not stated)
0,2,4,-0.6,-29,-4,93,22,-0.1,-24,Cc1cc(=O)oc2cc(OCC(=O)N3c4ccccc4CC3C)ccc12 (configuration not stated)
2,-8,1,2.2,0,-7,92,-4,0.4,11,O=C(Nc1cccc(Cl)c1)OCc1cnc(Cl)s1
-1,6,-4,-1.4,.,-5,97,0,0.0,22,Cc1ccc(N(C(=O)Cn2nnc3ccccc32)C(C(=O)NCc2ccco2)c2cccnc2)cc1 (configuration not stated)
-7,-5,1,0.4,4,0,95,2,0.0,9,O=S(=O)(NCc1ccc2c(c1)OCO2)c1cccc2nsnc12
-4,5,-11,0.9,8,-2,98,20,0.3,13,CC(=O)N1CCc2cc(S(=O)(=O)NC(CC(C)C)C(=O)N3CCc4ccccc4C3)ccc21 (configuration not stated)
-6,1,-6,-1.1,1,-1,102,-6,0.4,-1,O=C(COc1ccccc1F)N1c2ccccc2CCc2ccccc21
-6,0,-6,-1.1,.,-2,99,1,-0.1,8,CS(=O)(=O)c1ccc(Cl)c(NC(=O)c2ccc(-n3cncn3)c([N+](=O)[O-])c2)c1
-12,9,4,-1.2,-1,-6,101,0,-0.2,11,CC(=O)N1CCc2c(sc(NC(=O)c3cccc(N4C(=O)CCC4=O)c3)c2C(N)=O)C1
-8,1,0,-1.5,21,-5,97,0,-0.2,-3,O=C(NC1CCCCC1)c1cc(-c2ccc(Cl)cc2)on1
-7,2,5,-0.4,.,-1,98,0,0.1,15,COc1ccccc1NCc1nnc(SCC(=O)N/N=C/c2ccco2)n1-c1ccc(Cl)cc1Cl
-5,1,-4,2.0,10,-2,97,-1,0.2,6,CC(=O)c1nnn(-c2cccc([N+](=O)[O-])c2)c1C
2,-2,.,-0.4,-6,-4,93,1,-0.1,4,O=[N+]([O-])c1ccc(C2=Nn3cnnc3SC2)cc1
1,14,-6,-0.6,-8,0,81,2,-0.3,1,Cn1cccc1CN1CCC[C@]2(N[C@H](c3ccc(C(F)(F)F)cc3)[C@@H]3C(=O)N(Cc4ccccc4)C(=O)[C@@H]32)C1=O
-1,4,-8,1.6,1,-7,102,0,0.0,8,O=[N+]([O-])c1cccc(CN2CCN(c3ncccn3)CC2)c1
-20,2,1,1.4,-3,0,99,-1,0.7,8,COc1cc2c(cc1OC)C(=O)C(c1ccc3c(c1)OCO3)CC2 (configuration not stated)
4,0,6,-1.6,-17,-3,93,-1,-0.2,7,CC(C(=O)NCC1CCCO1)n1cc([N+](=O)[O-])cn1 (configuration not stated)
4,2,4,1.4,33,1,104,-2,0.2,3,C/C(=N\NC(=O)c1cccnc1)c1ccc(-n2ccnc2)cc1
0,-4,0,-1.2,-3,1,103,0,0.0,17,CCCCn1c(CCn2nc(C)c(Br)c2C)n[nH]c1=S
-10,-1,-14,-1.6,-6,-7,102,0,0.2,-6,NC(=O)NC(=O)COC(=O)c1ccccc1OCc1ccc(F)cc1
7,3,-6,1.7,-2,71*,89,-9,1.1,1,Cn1c(SCc2cccc(C#N)c2)nc2ccccc2c1=O
-2,0,-2,-2.6,?,0,95,0,-0.3,-3,O=C(O)c1c[nH]c2ccc(F)cc2c1=O
-6,-9,7,-1.4,-3,3,96,5,-0.2,8,O=c1cc(N2CCc3ccccc32)[nH]c(=O)n1-c1ccccc1
0,-10,5,-1.9,-18,-1,97,2,0.2,10,O=[N+]([O-])c1cc(NS(=O)(=O)c2ccc(Cl)nc2)ccc1Cl
-10,5,-8,-2.9,9,-2,99,-1,0.0,9,CC(=O)N1c2ccccc2NC2=C(C(=O)CCC2)C1c1ccc(F)cc1 (configuration not stated)
-11,-1,9,-1.4,21,-1,99,3,-0.1,2,NC(=O)NC(=O)CC1S/C(=N/N=C2/NC(=O)CS2)NC1=O (configuration not stated)
-7,0,1,1.7,7,-2,110,1,0.4,25,CCc1ccc(NC(=O)CSc2nc3ccsc3c(=O)n2CCCCCC(=O)O)cc1
8,4,4,1.4,7,1,101,1,0.0,19,O=C(CNc1ccc(Br)cc1)c1ccc(Br)s1
-1,-2,4,-0.7,4,4,97,2,0.1,5,Fc1ccc2c(c1)C(c1ccncc1)=NNC(c1ccccc1)=N2
7,2,-8,4.5,-12,0,96,-6,-0.4,10,O=C(Nc1ccc2nc(N3CCOCC3)sc2c1)c1cc2ccccc2o1
-21,0,0,1.7,15,-13,95,2,-0.1,2,CCc1nnc(NC(=O)CCN2C(=O)C3CCCCC3C2=O)s1 (configuration not stated)

Continuation.
NOD2 RIPK2 PPI,ABHD5 PLIN5 PPI,TLR9-MyD88 block,MC4R barr agon,Vif imaging,Exocytosis inh,ABCB6 inh MLPCN,Glyco luc inh,aDG glyco up,MC4R antagonist,molecule
-3,-3,0,-0.9,4,-2,97,1,0.3,2,COc1ccc(NC(=O)CCSc2nnc(C)s2)cc1
-4,2,.,.,.,-6,.,.,0.3,.,COC(=O)C[C@@H]1CC[C@H](NC(=O)Nc2cccc(F)c2)[C@@H](CO)O1
7,-9,-1,6.1,-5,-1,95,-2,-0.2,7,O=C(NCc1ccc(Cl)cc1)c1noc2c1CCCCC2
-8,-6,-10,0.0,21,3,97,2,0.0,5,COc1cccc(C2Nc3ccccc3NC3=C2C(=O)CC(C)(C)C3)c1 (configuration not stated)
4,-1,-3,-0.4,-2,0,99,1,-0.2,3,Cc1ccc(Nc2nnc(SCC(=O)NCCN3C(=O)CSC3=O)s2)cc1C
-3,1,-1,0.8,4,0,102,0,0.0,2,CCCOC(=O)C1=C(C)NC2=C(C(=O)CCC2)C1c1cccc(OC)c1OC (configuration not stated)
-12,-4,0,-2.1,2,5,104,-1,0.2,1,CCOC(=O)NC(Nc1sc2c(c1C(=O)OC)CCN(C)C2)(C(F)(F)F)C(F)(F)F
-15,-2,-3,-2.1,0,5,97,4,-0.1,-1,COC(=O)N(NC(=O)C(O)(C(C)C)C(C)C)c1ccccc1
-2,-9,.,-1.7,2,1,99,2,0.0,-4,COCCn1c(-c2ccc(Br)cc2)nc2oc3cc(OC)ccc3c(=O)c2c1=O
-9,6,4,-2.4,-2,5,101,2,0.1,9,CCN1C(=S)N[C@@H](c2cccs2)C(C(=O)OC)=C1C
-1,-9,5,-1.9,-3,-14,102,1,-0.1,3,O=C(O)CN1C(=O)/C(=C\c2ccc(OC(=O)c3ccco3)cc2)SC1=S
3,4,1,-2.6,-1,0,102,-1,0.0,5,O=C(OCC(=O)N1CCN(c2ccccc2)CC1)c1ccccc1OC(F)F
7,1,11,-0.7,12,-2,105,0,0.4,-5,COC(=O)C1=C(C)NC(C)=C(C(=O)OC)C1c1ccc(OC(=O)c2oc3ccccc3c2C)c(OC)c1
-10,2,-3,1.8,.,-2,92,11,0.1,-22,O=C(N=Nc1c(O)[nH]c2ccc(Br)cc12)c1ccco1

Quoted from the listing.
ABHD5 PLIN5 PPI result of O=C(O)CN1C(=O)/C(=C\c2ccc(OC(=O)c3ccco3)cc2)SC1=S : -9
Glyco luc inh result of COC(=O)C1=C(C)NC(C)=C(C(=O)OC)C1c1ccc(OC(=O)c2oc3ccccc3c2C)c(OC)c1 : 0
